Source: PubChem BioAssay (National Center for Advancing Translational Sciences (NCATS))
IL-2 act – IL-2 activation; 360,000 compounds, 0.065% hits; IL-2 activation reporter assay, cell-based qHTS; stimulated with anti-CD3/CD4/CD28 beads; in transgenic mouse T cells; activation, % (series mostly up to about 46 µM); AID 652025; in the data active = activation above about 50%; inconclusive = mostly about 30% to 49%; also: 0% is about no effect
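First, unstimulated transgenic mouse T cells were exposed to compound for 60 min. Next, anti-CD3/anti-CD4-coated beads with anti-CD28 were added. Finally, after 18 h at 37 degrees C, EGFP and DsRed were imaged.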
GLP-1R inv ag – inverse agonists of human GLP-1 receptor; HEK293 GLP-1R CRE-luciferase, luminescence, 24 h; GLP-1R form is constitutively active; Potency, µM (series often up to 38.3 µM), without a hit: top-dose activity change, negative = inhibition, most hits filed as inhibitors; P43220; 410,000 compounds, 1.6% hits; also: potency is read from the fitted curve at half-maximal effect; % is scaled to controls: 0 for no effect and ±100 for the full control effect; nearly all actives have a fitted effect of over 55% in size
Target sequence (P43220 whole entry, looked up): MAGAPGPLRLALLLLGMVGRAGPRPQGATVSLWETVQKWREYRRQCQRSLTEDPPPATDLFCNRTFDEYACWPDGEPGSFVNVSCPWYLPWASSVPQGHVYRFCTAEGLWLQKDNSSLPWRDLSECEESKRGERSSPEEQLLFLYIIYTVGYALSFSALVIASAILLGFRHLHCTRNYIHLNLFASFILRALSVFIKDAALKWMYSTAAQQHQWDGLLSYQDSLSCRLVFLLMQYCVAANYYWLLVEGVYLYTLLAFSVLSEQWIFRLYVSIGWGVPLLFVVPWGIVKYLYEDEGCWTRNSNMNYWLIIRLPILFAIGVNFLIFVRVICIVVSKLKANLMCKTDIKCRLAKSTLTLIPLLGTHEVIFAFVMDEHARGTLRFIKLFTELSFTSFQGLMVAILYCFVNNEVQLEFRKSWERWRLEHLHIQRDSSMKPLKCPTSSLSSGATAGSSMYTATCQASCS
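Assay principle: reduced luminescence from a cAMP-responsive reporter in HEK293 cells co-expressing a constitutively active GLP-1R. Conditions: 24 hr compound incubation, 37 deg C, 5% CO2.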
EPAC1 antagonist – blocks human EPAC1 exchange factor. O95398. EPAC1 GEF assay, Rap1b-BODIPY-GDP exchange fluorescence. Potency, µM (doses to about 115 µM), without a hit: at the top dose activity change, negative = inhibition, usual class: inhibitors. 360,000 compounds, 0.14% hits. AID 720709;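 also: potency is read from the fitted curve at half-maximal effect; plate controls were vehicle for no effect and positive control for full effect; nearly all actives have a fitted effect of over 50% in size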
EPAC1 agonist – EPAC1 (human) agonism. 360,000 compounds, 0.073% hits. AID 720707. EPAC1 agonist qHTS, biochemical assay; response scale: 100% = response to 6.5 mM cAMP. Potency, µM (doses to about 154 µM), inactives show top-dose activation, hits mostly activators. O95398; also: potency is read from the fitted curve at half-maximal effect; nearly all actives have a fitted effect of over 60% in size
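EPAC1 100 nM, Rap1B–BODIPY-GDP 250 nM, unlabeled GDP 50 uM; compound titration; 5 min RT; kinetic read ex480/em540 at 5-min intervals ×30 min; data normalized to 6.5 mM cAMP agonist control.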
PLK1 PBD inh – inhibitors of human PLK1 polo-box domain binding; Potency, µM, inactives show max response, negative = inhibition, usual class: inhibitors; Plk1 PBD binding of FITC phosphopeptide, fluorescence polarization; 360,000 compounds, 2.8% hits; P53350; also: potency is read from the fitted curve at half-maximal effect; series mostly up to about 57 µM; % is scaled to controls: 0 for no effect and ±100 for the full control effect; nearly all actives have a fitted effect of over 65% in size
PI5P4Ka inh – PI5P4K alpha (human) kinase inhibition; PI5P4Kalpha enzyme, ADP-Glo luminescence, 60 min; stronger effect = lower value; P48426; max response, %; AID 652105; 330,000 compounds, 1.2% hits; active = max response of -50% or lower; inconclusive = between -30% and -50%; inactive = -30% or higher; also: value at the top dose of about 77 µM; % is scaled to controls: 0 for no effect and ±100 for the full control effect
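Enzyme plus substrate dispensed, test compounds pinned in, then ATP (5 microM final) added. After 60 min at RT, ADP-Glo reagent 1 for 45 min and reagent 2 for 30 min preceded luminescence imaging.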
GLP1R ag – agonists of human GLP-1 receptor; 380,000 compounds, 0.007% hits; AID 624172; HEK293 GLP-1R CRE-luciferase, luminescence, 4-6 h; cells express a hypersensitive GLP-1R form; P43220; Potency, µM (titrated, usually from 45.6 µM), inactives show at the top dose activation, most hits filed as activators; also: potency is read from the fitted curve at half-maximal effect; % of control where 0% means no effect
HEK293 tox – cytotoxicity counter-screen for GLP-1 receptor inverse agonists; HEK293 cAMP-luciferase reporter cells, luminescence, 24 h; Potency, µM (titrated, usually from 38.3 µM), inactives show at the top dose activity change, negative = inhibition, hits mostly inhibitors; AID 624418; 410,000 compounds, 0.13% hits;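 also: loss of luciferase light is scored as toxicity; potency is read from the fitted curve at half-maximal effect; % is scaled to controls: 0 for no effect and ±100 for the full control effect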
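Step one: seed cells (200 cells/uL, DMEM with 10% Nu serum, 1% pen-strep). Step two: 12-hour incubation at 37 deg C. Step three: pin 23 nL compound, incubate 24 hr. Step four: add luciferase reagent, read luminescence 12 min later.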
PTHR1 ag – PTHR1 (human) receptor agonism; Q03431; HEK293 GP2 PTHR1 cells, GloSensor cAMP luminescence, 1 h; Potency, µM (titrated, usually from 115 µM), for the others: at the highest dose activation, usual class: activators; 410,000 compounds, 0.075% hits; AID 743266; also: potency is read from the fitted curve at half-maximal effect; nearly all actives have a fitted effect of over 55% in size; some results filed as inactive show a strong effect at the top dose; inactives centre near -15; many of its hits are not listed in these tables
Target sequence (Q03431 whole entry, looked up): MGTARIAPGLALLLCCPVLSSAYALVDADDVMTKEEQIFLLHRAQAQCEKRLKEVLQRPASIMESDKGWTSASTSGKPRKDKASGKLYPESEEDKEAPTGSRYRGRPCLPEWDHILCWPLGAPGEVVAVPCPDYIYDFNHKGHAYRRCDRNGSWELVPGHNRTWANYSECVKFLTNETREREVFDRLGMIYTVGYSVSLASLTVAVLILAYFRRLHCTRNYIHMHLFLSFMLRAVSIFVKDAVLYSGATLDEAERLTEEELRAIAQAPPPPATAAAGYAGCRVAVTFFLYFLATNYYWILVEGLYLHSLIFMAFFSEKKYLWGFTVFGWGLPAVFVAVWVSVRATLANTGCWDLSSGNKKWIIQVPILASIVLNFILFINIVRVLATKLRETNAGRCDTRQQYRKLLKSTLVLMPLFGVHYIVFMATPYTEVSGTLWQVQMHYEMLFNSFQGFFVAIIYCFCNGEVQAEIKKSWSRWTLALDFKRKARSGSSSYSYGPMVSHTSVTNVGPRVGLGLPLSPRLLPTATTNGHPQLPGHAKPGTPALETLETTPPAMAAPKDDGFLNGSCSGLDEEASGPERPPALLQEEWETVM
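HEK-293-derived GP2 cells expressing PTHR1 and a GloSensor cAMP reporter, 3,000/well, plated overnight, given luciferin plus IBMX (each 0.5 mM as added) for 1 h at 37 °C, then compound for 1 h at 37 °C. Luminescence was read after 15 min at room temperature.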
* hit, by the source's call; [ ] = remark or other dose. Unless noted, calls follow the shape of the dose curve; as a rule, active = well fitted curve in the direction sought with a large enough effect; inconclusive = small, poorly fitted or top-dose-only effect, or another doubt; inactive = no such curve, though single readings can be large; an effect the other way counts as inactive or inconclusive. Not all compounds are listed; count on the stated rates, not on these rows.

What do the screens show for `O=S(=O)(c1cccc(Cl)c1)N1CN(CC2CCCO2)c2nc3ccccc3nc21` (stereo not given)?
IL-2 act: -2.3; GLP-1R inv ag: inconclusive; EPAC1 antagonist: -7.5%; EPAC1 agonist: 7.3%; PLK1 PBD inh: -13.0%; PI5P4Ka inh: 2.9; GLP1R ag: -5.3%; HEK293 tox: 25.5%; PTHR1 ag: inconclusive

How did O=S(=O)(c1ccc(OCC(O)CN2CCCCC2)cc1)N1CCOCC1 (stereo not given) do in these assays?
IL-2 act: -0.4; GLP-1R inv ag: -1.3%; EPAC1 antagonist: 15.3%; EPAC1 agonist: -2.4%; PLK1 PBD inh: 2.1%; PI5P4Ka inh: 1.6; GLP1R ag: -5.5%; HEK293 tox: -3.4%; PTHR1 ag: -22.7%

Results for O=C(c1ccc2ccccc2c1)C1CCCN(S(=O)(=O)c2cccnc2)C1 (stereo not given) ?
IL-2 act: -5.5; GLP-1R inv ag: inconclusive; EPAC1 antagonist: 6.9%; EPAC1 agonist: 9.7%; PLK1 PBD inh: -16.9%; PI5P4Ka inh: 9.4; GLP1R ag: 15.8%; HEK293 tox: -17.3%; PTHR1 ag: -34.1%[inhibitor]

Results for CC1(C(=O)NS(=O)(=O)c2cccs2)CCN1C(=O)C1(c2ccc(Cl)cc2)CC1 (stereo not given) ?
IL-2 act: -0.1; GLP-1R inv ag: 0.6%; EPAC1 antagonist: inconclusive; EPAC1 agonist: -5.3%; PLK1 PBD inh: 5.4%; PI5P4Ka inh: -5.5; GLP1R ag: -7.4%; HEK293 tox: -6.5%; PTHR1 ag: -12.9%

Results for Cc1ccc(S(=O)(=O)N(CC(=O)N2CCCCC2)c2cccc(C)c2)cc1 ?
IL-2 act: -0.2; GLP-1R inv ag: inconclusive; EPAC1 antagonist: -15.1%; EPAC1 agonist: -0.9%; PLK1 PBD inh: -9.0%; PI5P4Ka inh: 7.1; GLP1R ag: 0.2%; HEK293 tox: -0.1%; PTHR1 ag: -4.2%

Results for COc1ccc(Cc2nnc(Nc3ccccc3)s2)cc1Br ?
IL-2 act: 1.3; GLP-1R inv ag: -7.9%; EPAC1 antagonist: 1.8%; EPAC1 agonist: 19.4%; PLK1 PBD inh: 0.3%; PI5P4Ka inh: 2.1; GLP1R ag: 8.9%; HEK293 tox: -19.4%; PTHR1 ag: -1.7%

Results for CCOC(=O)CSc1nnc(C)c(=O)[nH]1 ?
IL-2 act: -0.6; GLP-1R inv ag: 9.4%; EPAC1 antagonist: 7.1%; EPAC1 agonist: -0.1%; PLK1 PBD inh: -9.4%; PI5P4Ka inh: -3.1; GLP1R ag: 3.7%; HEK293 tox: 18.3%; PTHR1 ag: -3.2%[57.5 µM]

What do the screens show for `Cc1cc(C)cc(-n2c(C)cc(/C=N/NC(=O)CSc3ncccn3)c2C)c1`?
IL-2 act: -3.6; GLP-1R inv ag: inconclusive; EPAC1 antagonist: 5.3%; EPAC1 agonist: 10.1%; PLK1 PBD inh: -8.0%; PI5P4Ka inh: 2.0; GLP1R ag: -20.9%; HEK293 tox: -12.1%; PTHR1 ag: inactive

Results for CCc1nc(SCC(=O)N2CCCc3ccccc32)c2oc3ccccc3c2n1 ?
IL-2 act: -2.1; GLP-1R inv ag: 0.0%; EPAC1 antagonist: 0.4%; EPAC1 agonist: 12.1%; PLK1 PBD inh: -0.7%; PI5P4Ka inh: 5.6; GLP1R ag: 9.8%; HEK293 tox: 1.8%; PTHR1 ag: inactive

How did Cc1ccsc1/C=N/N1CCN(Cc2ccccc2)CC1 do in these assays?
IL-2 act: -0.8; GLP-1R inv ag: -11.5%; EPAC1 antagonist: 6.4%; EPAC1 agonist: 14.9%; PLK1 PBD inh: 21.2µM*; PI5P4Ka inh: -12.7; GLP1R ag: 1.2%; HEK293 tox: 5.4%; PTHR1 ag: inactive

What do the screens show for `COc1ccc(C(=O)N2CCN(CCNC(=O)C(=O)Nc3ccc(F)cc3)CC2)cc1OC`?
IL-2 act: 0.1; GLP-1R inv ag: -6.6%; EPAC1 antagonist: -0.6%; EPAC1 agonist: 0.3%; PLK1 PBD inh: 1.4%; PI5P4Ka inh: 2.0; GLP1R ag: 11.9%; HEK293 tox: -10.9%; PTHR1 ag: inactive

What do the screens show for `C[C@H](CO)N1C[C@H](C)[C@@H](CN(C)S(=O)(=O)c2cn(C)cn2)Oc2c(NS(=O)(=O)c3cn(C)cn3)cccc2C1=O`?
IL-2 act: -0.6; GLP-1R inv ag: 8.0%; EPAC1 antagonist: -9.0%; EPAC1 agonist: 1.1%; PLK1 PBD inh: -13.2%; PI5P4Ka inh: 0.6; GLP1R ag: -1.4%; HEK293 tox: -5.1%; PTHR1 ag: -26.0%

How did O=C(NC(=S)NNC(=O)c1ccccc1F)c1cccnc1 do in these assays?
IL-2 act: 2.6; GLP-1R inv ag: 9.4%; EPAC1 antagonist: -3.6%; EPAC1 agonist: 7.0%; PLK1 PBD inh: inconclusive; PI5P4Ka inh: -22.4; GLP1R ag: -1.2%; HEK293 tox: 0.9%; PTHR1 ag: inactive

How did O=C(Cc1cccc2ccccc12)N1CC[C@@]2(O)CCCC[C@H]2C1 do in these assays?
IL-2 act: -1.0; GLP-1R inv ag: -25.0%; EPAC1 antagonist: 0.3%; EPAC1 agonist: -11.2%; PLK1 PBD inh: -6.6%; PI5P4Ka inh: -4.7; GLP1R ag: -1.8%; HEK293 tox: inconclusive; PTHR1 ag: -15.0%

Results for CC(C)(C)C(=O)Nc1ncccc1C(O)c1cccc(C(F)(F)F)c1 (stereo not given) ?
IL-2 act: -0.6; GLP-1R inv ag: -17.2%; EPAC1 antagonist: -15.1%; EPAC1 agonist: -9.3%; PLK1 PBD inh: -13.5%; PI5P4Ka inh: -5.1; GLP1R ag: 10.2%; HEK293 tox: 0.5%; PTHR1 ag: inactive

How did CCn1c(CN2CCCCC2)nc2cc(S(=O)(=O)N3CCCCC3)ccc21 do in these assays?
IL-2 act: 1.2; GLP-1R inv ag: inconclusive; EPAC1 antagonist: -12.5%; EPAC1 agonist: -2.8%; PLK1 PBD inh: -8.8%; PI5P4Ka inh: 0.8; GLP1R ag: -1.5%; HEK293 tox: 4.3%; PTHR1 ag: 2.4%

Results for O=C(Nc1ccc(N2CCOCC2)cc1)c1cc2c(s1)CCCC2 ?
IL-2 act: 0.4; GLP-1R inv ag: inconclusive; EPAC1 antagonist: -10.8%; EPAC1 agonist: 1.1%; PLK1 PBD inh: -6.7%; PI5P4Ka inh: 0.8; GLP1R ag: 19.2%; HEK293 tox: -20.4%; PTHR1 ag: -13.6%

What do the screens show for `Cc1ccc(-c2nsc(SCC(=O)Nc3ccc4c(c3)OCO4)n2)cc1`?
IL-2 act: 0.0; GLP-1R inv ag: -20.4%; EPAC1 antagonist: -3.9%; EPAC1 agonist: -5.8%; PLK1 PBD inh: -3.2%; PI5P4Ka inh: 8.5; GLP1R ag: 0.3%; HEK293 tox: -20.5%; PTHR1 ag: inactive

Results for O=C(Nc1ccc(Cl)cc1)Nc1nc(-c2sccc2Br)cs1 ?
IL-2 act: -5.1; GLP-1R inv ag: -13.5%; EPAC1 antagonist: 6.0%; EPAC1 agonist: -1.4%; PLK1 PBD inh: 1.0%; PI5P4Ka inh: 5.9; GLP1R ag: 1.5%; HEK293 tox: inconclusive; PTHR1 ag: -17.2%

What do the screens show for `O=C(O)c1ccc(S(=O)(=O)N2CCN(c3ccccn3)CC2)cc1`?
IL-2 act: 0.0; GLP-1R inv ag: 6.4%; EPAC1 antagonist: -18.1%; EPAC1 agonist: 0.3%; PLK1 PBD inh: 0.1%; PI5P4Ka inh: 3.8; GLP1R ag: -6.5%; HEK293 tox: 2.6%; PTHR1 ag: inactive

Results for Cc1nn(C)cc1CNC(=O)C1(C)CC1(Cl)Cl (stereo not given) ?
IL-2 act: 1.3; GLP-1R inv ag: 9.9%; EPAC1 antagonist: 5.8%; EPAC1 agonist: 5.2%; PLK1 PBD inh: -4.9%; PI5P4Ka inh: -1.5; GLP1R ag: 2.9%; HEK293 tox: -0.8%; PTHR1 ag: inactive

What do the screens show for `O=C(c1ccc([N+](=O)[O-])cc1)N(c1ccccn1)c1ccccn1`?
IL-2 act: -4.0; GLP-1R inv ag: 17.7%; EPAC1 antagonist: 8.8%; EPAC1 agonist: 11.5%; PLK1 PBD inh: -7.3%; PI5P4Ka inh: 5.2; GLP1R ag: 2.7%; HEK293 tox: 0.2%; PTHR1 ag: inactive

Results for COc1cc(Cl)cc(CN2CCC(CCC(=O)NC3CC3)CC2)c1OC ?
IL-2 act: -0.4; GLP-1R inv ag: -18.2%; EPAC1 antagonist: 1.1%; EPAC1 agonist: 18.2%; PLK1 PBD inh: -15.1%; PI5P4Ka inh: -4.1; GLP1R ag: -0.6%; HEK293 tox: -13.0%; PTHR1 ag: inactive

Results for CC(NC(=O)CN1CCC(C(N)=O)CC1)c1ccccc1 (stereo not given) ?
IL-2 act: -0.3; GLP-1R inv ag: 5.9%; EPAC1 antagonist: 1.8%; EPAC1 agonist: 1.7%; PLK1 PBD inh: 1.6%; PI5P4Ka inh: 0.0; GLP1R ag: -12.6%; HEK293 tox: 3.8%; PTHR1 ag: -2.6%[57.5 µM]

How did COc1ccc(CCN2C(=S)N(C)C(=O)C2CC(=O)Nc2ccc(F)cc2)cc1 (stereo not given) do in these assays?
IL-2 act: -4.1; GLP-1R inv ag: inconclusive; EPAC1 antagonist: -12.4%; EPAC1 agonist: -5.4%; PLK1 PBD inh: -11.0%; PI5P4Ka inh: -4.2; GLP1R ag: 7.6%; HEK293 tox: 9.9%; PTHR1 ag: inactive

How did Cc1ccc(S(=O)(=O)N2[C@@H](Cc3ccccc3)CO[C@H]2CC(=O)c2ccc(F)cc2)cc1 do in these assays?
IL-2 act: 0.0; GLP-1R inv ag: inconclusive; EPAC1 antagonist: 24.3%; EPAC1 agonist: -3.2%; PLK1 PBD inh: -2.8%; PI5P4Ka inh: 9.0; HEK293 tox: -13.7%; PTHR1 ag: inactive
